Screening results from PubChem BioAssay.
NCI-60 one-dose screen, 48 h, at 10 µM unless noted. Numbers give growth in % (100 = growth as untreated, 0 = no growth, -100 = all killed).
NCI-H322M – NCI-H322M lung cancer. actives 2.7% (n = 80,000)
NCI-H23 – NCI-H23 lung cancer; actives 4% (n = 80,000)
COLO 205 – COLO 205 colon cancer; actives 7.3% (n = 79,000); AID 1794742
NCI-H522 – NCI-H522 lung cancer. actives 8% (n = 78,000)
IGROV1 – IGROV1 ovarian cancer; actives 4.7% (n = 79,000); AID 1794786
NCI-H460 – NCI-H460 lung cancer. actives 6.8% (n = 82,000)
KM12 – KM12 colon cancer cells. actives 5% (n = 82,000)
NCI-H226 – NCI-H226 lung cancer; actives 3.5% (n = 79,000); AID 1794732
NCI/ADR-RES – NCI/ADR-RES ovarian cells. actives 4.4% (n = 81,000)
* hit, by the source's call; · = no result given; & = joins results of further samples; [ ] = remark or other dose. Rule for the calls: active = growth percent below 10; inactive = the rest.

entry | Structure | NCI-H322M | NCI-H23 | COLO 205 | NCI-H522 | IGROV1 | NCI-H460 | KM12 | NCI-H226 | NCI/ADR-RES
1 | COc1ccc(C(O)C2c3c(cc4c(c3OC)OCO4)CCN2C)c(CO)c1OC (stereo not drawn) | · | 94 | 99 | 96 | 100 | 100 | 104 | 96 | 99
2 | COc1ccc(Cn2cc3c(c2-c2ccccc2)CCc2c(CN4CCOCC4)noc2-3)cc1 | 100 | 101 | 115 | 98 | 98 | 116 | 96 | 111 | 106
3 | O=C1N=C(N2CCCCC2)S/C1=C\c1ccc(Cl)cc1 | 78 | 94 | 113 | · | 77 | 109 | 103 | 82 | 91
4 | NC(N)=N/N=C/c1cc(Cl)ccc1O | 90 | 90 | 108 | 90 | 82 | 100 | 107 | 88 | 94
5 | CCC1(CC)CNC(=O)NC1=O | 138 | 100 | 111 | 93 | 111 | 104 | 115 | · | 106
6 | COc1ccc2c(c1)c(-c1nc(-c3c[nH]c4ncccc34)cs1)cn2C | 47 | 72 | 84 | 78 | 60 | 40 | 24 | 81 | ·
7 | O=C1C(=Cc2ccc(Cl)cc2)C(=O)c2ccccc21 | 115 | 101 | 97 | 89 | 104 | 105 | 107 | 93 | 101
8 | Cc1ccc(Nc2ccnc(Nc3ccc(-c4nnc(N)s4)cc3)n2)c(C)c1 | 89 | 81 | 108 | 77 | 80 | 101 | 93 | 82 | 95
9 | COc1cc2c3c(c(=O)oc2cc1OS(=O)(=O)c1ccccc1)CCCCC3 | 96 | 91 | 73 | 71 | 102 | 84 | 70 | 93 | 70
10 | COc1ccc(-c2nc(Nc3nc4ccccc4o3)nc3c2C(=O)CC(C)(C)C3)c(O)c1 | 109 | 98 | 115 | 88 | 109 | 104 | 105 | 102 | ·
11 | Cc1ccc(/C=C2/SC(=O)N(CC(=O)N3CCN(c4cc5c(cc4F)c(=O)c(C(=O)O)cn5C4CC4)CC3)C2=O)cc1 | 99 | 95 | 115 | 85 | 103 | 102 | 106 | · | 101
12 | Cc1cccc(Nc2c(N)nc(N)nc2N)c1 | 112 | · | 108 | 94 | 119 | 112 | 109 | 106 | 106
13 | CCN(CC)CCC(C)Cl (stereo not drawn) | 97 | 101 | 107 | 87 | 100 | 111 | 107 | 111 | 100
14 | Cn1c(=O)c2c(c3ccccc31)OC(N)=C(C#N)C21C(=O)c2cccc3cccc1c23 (stereo not drawn) | 105 | 93 | 114 | 96 | 83 | 105 | 103 | 94 | 100
15 | O=C(C1=Cc2cc3ccccc3n2Cc2cnnn21)c1ccc(F)cc1 | 99 | 99 | 117 | 91 | 90 | 106 | 91 | 99 | 101
16 | COc1ccc(/C=C/C(=O)c2c(C)nc3ccccc3c2/C=C/c2ccccc2)cc1 | 82 | 68 | 88 | 57 | 59 | 62 | 76 | · | 82
17 | O=[N+]([O-])c1cc(Cl)ccc1S(=O)(=O)c1ccccc1 | 100 | 102 | 113 | · | 111 | 104 | 99 | 122 | 107
18 | C[C@@H](Nc1cc(F)cc(F)c1)c1cc(C(=O)N(C)C)cc2c(=O)cc(N3CCOCC3)oc12 | 31 | 77 | 47 | 60 | -13* | 43 | 67 | 84 | 85
19 | NS(=O)(=O)c1ccc(Nc2ccnc(SCC(=O)c3ccc(F)cc3)n2)cc1 | 101 | 88 | 102 | 78 | 88 | 104 | 97 | 89 | 97
20 | COC(=O)c1c(OC)cc(OC)cc1OC | 109 | 112 | 111 | 92 | 108 | 110 | 102 | 106 | 106
21 | COc1ccc(C2=NN3C(C2)c2ccccc2OC3c2ccc(/C=C3\SC(=O)NC3=O)cc2)cc1 (stereo not drawn) | 99 | 90 | 106 | 87 | 94 | 101 | 97 | · | 100
22 | COc1cc([N+](=O)[O-])c2nc(/C=N/NC(N)=S)ccc2c1 | 119 | 110 | 132 | 100 | 120 | 99 | 114 | 101 | 112
23 | CCCCN1C(=O)c2cccc3cccc(c23)C1=O | 86 | 84 | 112 | 92 | 82 | 101 | 102 | 73 | 91
24 | Cc1cc(C#Cc2ccccc2)ccc1-n1c(/C=C/c2ccc(F)cc2)nc2ccccc2c1=O | 88 | 72 | 53 | 64 | 95 | 64 | 63 | 85 | 83
25 | COc1ccccc1C1OC2=C(Nc3ccc(Cl)cc3N2)C1=O (stereo not drawn) | 93 | 85 | 114 | 94 | 99 | 97 | 95 | 76 | 85
26 | CN1CCN(C(=O)[C@@]2(C)CC[C@]3(C)CC[C@]4(C)C(=CC[C@@H]5[C@@]6(C)CC[C@H](OC(=O)c7cccnc7)C(C)(C)[C@@H]6CC[C@]54C)[C@@H]3C2)CC1 | 95 | 75 | 68 | 99 | 88 | 12 | 53 | 95 | 78
27 | CSc1nn2c(-c3cc4cc(Br)ccc4oc3=O)ccnc2c1C#N | 102 | 95 | 119 | 93 | 97 | 104 | 107 | 99 | 110
28 | O=C(O)c1nccnc1C(=O)O | 101 | 95 | 115 | 91 | 104 | 104 | 103 | 83 | 98
29 | COc1ccc2c(NCCCCCCCCNc3c4ccccc4nc4cc(OC)ccc34)c3ccccc3nc2c1 | -74* | -92* | -100* | -74* | · | -100* | -100* | -65* | 9.6*
30 | O=C(COc1ccc(/C=C2/C(=O)Nc3ccc(Cl)cc32)cc1)Nc1ccc(F)c(Cl)c1 | 97 | 98 | 109 | 94 | 101 | 107 | 102 | 109 | 104
31 | CCN(CC)CC(=O)Nc1ccc(C)c(Cl)c1 | 97 | 96 | 117 | 96 | 103 | 109 | 107 | 101 | 105
32 | COc1cc(C2=NN(C(C)=O)C(c3ccc(Cl)cc3)O2)c(OC(C)=O)c2ccccc12 (stereo not drawn) | 99 | 99 | 117 | 94 | 104 | 105 | 106 | 108 | 105
33 | Cc1ccc(-c2[nH]ncc2C2OC[C@@]3(C)[C@H]4CCC5(C)OC(C6=CCOC6=O)C[C@H]5[C@]4(C)CC[C@H]3O2)cc1 (stereo partly drawn) | 100 | 95 | 104 | 90 | 91 | 92 | 98 | 96 | 91
34 | CCCCCN1C(=O)/C(=c2\sc3n(c2=O)C2C(NN=3)N(CC)C(=O)N2CC)c2cc(Cl)ccc21 (stereo not drawn) | 102 | · | 114 | 70 | 89 | 93 | 78 | 91 | 90
35 | CNC(=O)c1cc(Oc2ccc(NC(=O)Nc3ccc(Cl)c(OC4CC4)c3)c(F)c2)ccn1 | 111 | 44 | 74 | 56 | · | 77 | 47 | 60 | 68
36 | CCN(CC)CCCC(C)Nc1cc(-c2cccc(OC(F)(F)F)c2)nc2ccc(N3CCCC3)cc12 (stereo not drawn) | 18 | 58 | -79* | 2.1* | 30 | -4.0* | 7.8* | 47 | 13
37 | Cc1cc(C)n(C(=O)Cn2c(C)nc3ccccc3c2=O)n1 | 99 | · | 103 | 80 | 102 | 104 | 100 | 93 | 104
38 | O=C1CCN(Cl)C(=O)N1Cl | 95 | 100 | 112 | 96 | 97 | 107 | 103 | 99 | 98
39 | N#C/C(=C\NC(=S)Nc1cc(Cl)ccc1Cl)C(=O)c1ccc2ccccc2c1 | 99 | 83 | 100 | 95 | 91 | 105 | 97 | 89 | 96
40 | COC(CSCc1ccccc1)OC | 111 | 99 | 121 | 101 | 115 | 105 | 102 | 92 | 106
41 | CSc1ccc2c(c1)N(C(=O)/C(C#N)=C/c1c[nH]c3ccccc13)c1ccccc1S2 | 86 | · | 41 | 5.5* | 40 | 46 | 24 | 50 | ·
42 | Cc1ccn2c(C(=O)c3ccccc3)cc(-c3cc(-c4ccc(N(C)C)cc4)c(C#N)c(N)n3)c2c1 | 75 | 46 | 66 | 79 | 86 | 56 | 74 | 17 | 51
43 | Cc1ccccc1-n1on1-c1ccccc1C | · | 99 | 117 | 98 | 100 | 108 | 97 | 106 | 101
44 | CCN(CC)c1ccc(/C=C/c2ccc3cc(C)ccc3[n+]2CC)cc1 | 36 | -2.0* | -22* | -28* | 26 | -48* | · | 21 | 46
45 | COC(=O)C1(O)NC(=C(C#N)C#N)C(C#N)=C1C(=O)c1ccc(OC)c(OC)c1 (stereo not drawn) | · | 103 | 120 | 90 | 101 | 100 | 105 | 94 | 106
46 | O=C(Nc1ccccc1F)OCCCl | 106[100 µM] | 104[100 µM] | 126[100 µM] | 94[100 µM] | 108[100 µM] | 105[100 µM] | 102[100 µM] | 92[100 µM] | 101[100 µM]
47 | COc1ccc(-c2cc(-c3cccnc3)nc3sc(C(N)=O)c(N)c23)cc1OC | 102 | 85 | 102 | · | 105 | 74 | 82 | 82 | 91
48 | COC(=O)c1ccc2c(c1)[n+](=O)c(C(=O)OC)c(C)n2[O-] | 110 | 82 | 83 | 73 | 70 | 96 | 98 | 93 | 93
49 | Cc1ccc(N=Cc2ccccc2O)cc1Cl | 96&111 | 101&106 | 116&102 | 112&95 | 111&107 | 110&111 | 99&111 | 91&92 | 102&102
50 | CC(C)CCn1c(=O)c2c(ncn2C)n(C)c1=O | 95 | 97 | 111 | 97 | 109 | 109 | 98 | 97 | 103

Arranged by count of non-hydrogen atoms (rising): part of the list above
entry | Structure | NCI-H322M | NCI-H23 | COLO 205 | NCI-H522 | IGROV1 | NCI-H460 | KM12 | NCI-H226 | NCI/ADR-RES
38 | O=C1CCN(Cl)C(=O)N1Cl | 95 | 100 | 112 | 96 | 97 | 107 | 103 | 99 | 98
28 | O=C(O)c1nccnc1C(=O)O | 101 | 95 | 115 | 91 | 104 | 104 | 103 | 83 | 98
50 | CC(C)CCn1c(=O)c2c(ncn2C)n(C)c1=O | 95 | 97 | 111 | 97 | 109 | 109 | 98 | 97 | 103
37 | Cc1cc(C)n(C(=O)Cn2c(C)nc3ccccc3c2=O)n1 | 99 | · | 103 | 80 | 102 | 104 | 100 | 93 | 104
27 | CSc1nn2c(-c3cc4cc(Br)ccc4oc3=O)ccnc2c1C#N | 102 | 95 | 119 | 93 | 97 | 104 | 107 | 99 | 110
44 | CCN(CC)c1ccc(/C=C/c2ccc3cc(C)ccc3[n+]2CC)cc1 | 36 | -2.0* | -22* | -28* | 26 | -48* | · | 21 | 46
47 | COc1ccc(-c2cc(-c3cccnc3)nc3sc(C(N)=O)c(N)c23)cc1OC | 102 | 85 | 102 | · | 105 | 74 | 82 | 82 | 91
41 | CSc1ccc2c(c1)N(C(=O)/C(C#N)=C/c1c[nH]c3ccccc13)c1ccccc1S2 | 86 | · | 41 | 5.5* | 40 | 46 | 24 | 50 | ·
29 | COc1ccc2c(NCCCCCCCCNc3c4ccccc4nc4cc(OC)ccc34)c3ccccc3nc2c1 | -74* | -92* | -100* | -74* | · | -100* | -100* | -65* | 9.6*

(list continues)
entry | Structure | NCI-H322M | NCI-H23 | COLO 205 | NCI-H522 | IGROV1 | NCI-H460 | KM12 | NCI-H226 | NCI/ADR-RES
51 | O=C(CSc1nnc2n3c(nn12)SCC(c1ccccc1)=N3)c1ccc(Cl)cc1 | 106 | 99 | 122 | 98 | 109 | 102 | 106 | 103 | 101
52 | Cc1ccccc1Nc1nc(N)nc(C)c1Br | 103 | 108 | 102 | 105 | 97 | 106 | 103 | 94 | 106
53 | COc1ccc(-c2nnc3ccc(-n4nc(C)cc4C)nn23)cc1 | 124 | 107 | 113 | 88 | 117 | 103 | 94 | 95 | 98
54 | COc1cc(-c2nc(-c3ccccc3)[nH]c2-c2ccnc(NCCCNS(=O)(=O)c3ccc(F)cc3)n2)ccc1F | 80 | 87 | 62 | 75 | 79 | 77 | 66 | 56 | 66
55 | Nc1c(I)c(I)c(S(=O)(=O)O)c(I)c1I | 96 | 93 | 110 | 101 | 106 | 104 | 104 | 95 | 98
56 | CCCCCCCCCCCc1ccn(CO)n1 | 94 | 99 | 122 | 82 | 98 | 113 | 101 | 103 | 104
57 | COC(=O)c1c(C(=O)OC)c2ccc3c4ccccc4ccc3n2c1C(=O)C(C)Br (stereo not drawn) | 83 | 33 | 43 | -56* | 42 | 17 | 91 | 62 | 37
58 | CCOC(=O)[C@@]12CCCC=C1N1c3cc(Cl)ccc3-c3ccnn3[C@H]1CC2 | 100 | 87 | 88 | · | 93 | 97 | 99 | 85 | 90
59 | COc1ccc(C2OCC3(CO)COC(c4ccc(OC)c(OC)c4)N23)cc1OC (stereo not drawn) | 103 | 98 | 115 | 87 | 101 | 119 | 101 | 95 | 102
60 | OC(c1ccccc1)c1n[nH]c(=S)n1-c1ccc(F)cc1 (stereo not drawn) | 111 | 100 | 111 | 92 | 143 | 105 | 103 | · | 109
61 | COC(=O)/C(CCC(Br)C(C)(C)[n+]1ccccc1)=C1\[C@@H](OC(C)=O)C[C@@]2(C)[C@H]1C[C@@H](O)[C@H]1[C@@]3(C)CC[C@H](O)[C@@H](C)[C@@H]3CC[C@@]12C (stereo partly drawn) | 99 | 102 | 123 | 98 | 106 | 105 | 106 | 100 | 105
62 | CC(=O)NN1C(=O)c2ccccc2C1=O | 88 | 101 | 123 | 109 | · | 99 | 105 | 105 | 103
63 | O=C(CSc1nc2ccccc2[nH]1)NCCO | 104 | 106 | 108 | 94 | 100 | 114 | 115 | 102 | 109
64 | COc1ccc(NCc2ccc(C)cc2)cc1 | 90 | 92 | 100 | · | 72 | 95 | 91 | 96 | 101
65 | CC(=N/NC(=O)c1ccncc1)/C(C)=N/O | · | 100 | 103 | 88 | 100 | 104 | 100 | 92 | 100
66 | CC(O)c1cccnc1 (stereo not drawn) | 106 | 101 | 105 | 96 | 103 | 109 | 111 | 110 | 103
67 | C#Cc1ccc(-n2c(/C=C/c3ccc4ccccc4n3)nc3ncccc3c2=O)cc1 | -45* | -45* | -95* | -74* | -66* | -46* | · | -82* | -6.1*
68 | CC(C)C=C(C(=O)O)C(=O)O | 112 | 107 | 104 | 95 | 108 | 98 | 119 | 107 | 113
69 | N#C/C(=C\c1ccc(Cl)cc1Cl)C(=O)Nc1ncc(Cc2ccc(Cl)c(Cl)c2)s1 | 76 | 92 | 112 | 79 | 86 | 101 | 80 | 93 | 83
